# MITF primary: inhibitors of human MITF; O75030; AlphaScreen MITF homodimerization, bead proximity signal; inhibition, % at 2.6 µM; 650,000 compounds, 0.91% hits; AID 1259374; in the data active = inhibition above about 50%;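 note: 0% = vehicle wells with protein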
# FBW7 activator: human FBW7 E3 ligase activation, primary screen. normalized activity (activation), % at 26.1 µM. Q969H0. 650,000 compounds, 0.13% hits. AlphaScreen FBW7–phospho-cyclin E peptide binding, activator screen; in the data active = normalized activity above about 1.9%;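 note: purified mutant Fbw7 with reduced substrate affinity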
# Target sequence (Q969H0 whole entry, looked up): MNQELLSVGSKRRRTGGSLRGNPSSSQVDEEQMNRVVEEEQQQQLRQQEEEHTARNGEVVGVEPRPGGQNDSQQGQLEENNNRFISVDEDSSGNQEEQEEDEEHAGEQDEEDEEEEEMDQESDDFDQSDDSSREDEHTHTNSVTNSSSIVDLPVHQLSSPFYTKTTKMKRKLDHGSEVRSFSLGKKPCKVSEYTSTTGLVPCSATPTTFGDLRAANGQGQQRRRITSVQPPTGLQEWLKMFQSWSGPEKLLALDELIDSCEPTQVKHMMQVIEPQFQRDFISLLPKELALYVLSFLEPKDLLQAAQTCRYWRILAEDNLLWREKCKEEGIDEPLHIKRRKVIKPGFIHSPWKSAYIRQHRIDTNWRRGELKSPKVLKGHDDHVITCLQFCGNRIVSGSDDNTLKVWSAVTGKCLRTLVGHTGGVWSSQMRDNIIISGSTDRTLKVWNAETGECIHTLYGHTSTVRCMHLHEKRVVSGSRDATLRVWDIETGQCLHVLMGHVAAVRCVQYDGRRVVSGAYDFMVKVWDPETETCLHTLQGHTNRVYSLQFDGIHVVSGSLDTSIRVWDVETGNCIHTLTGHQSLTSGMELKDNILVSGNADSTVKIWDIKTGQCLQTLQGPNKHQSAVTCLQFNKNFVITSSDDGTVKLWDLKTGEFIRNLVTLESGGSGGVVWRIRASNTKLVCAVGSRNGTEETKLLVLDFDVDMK
# GPR151 ag: human GPR151 activation. Q8TDV0. PathHunter beta-arrestin GPR151 cells, luminescence. activation, % at 11.2 µM. 650,000 compounds, 1% hits; in the data active = activation above about 4.9%;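 note: 0% = median of compound wells and 100% = cells with positive control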
# TEAD-YAP inh: TEAD-YAP interaction inhibition | HEK-TIYL cells, TEAD-Gal4/YAP UAS-luciferase luminescence | inhibition, % at 9.12 µM | 640,000 compounds, 1.4% hits; in the data active = inhibition above about 32%;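 note: 0% = median of test compound wells and 100% = reference inhibitor wells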
# * hit, by the source's call; · = not tested or not shown.
SMILES,MITF primary,FBW7 activator,GPR151 ag,TEAD-YAP inh
C=CCNC(=O)c1cc(-c2ccncc2)nc2ccccc12,2,0.2,0.5,9
O=C(Cn1ccc2ccccc2c1=O)NCCC(=O)Nc1ccc(Oc2ccccc2)cc1,2,1.1,0.0,15
COc1ccc(C2=NN(C(=O)CSC3=NCCS3)C(c3cccc(OC)c3OC)C2)cc1 (centres undefined),0,-0.1,-0.3,-1
O=C(NCc1ccccc1)/C(=C\c1cccc(Br)c1)NC(=O)c1ccco1,8,-0.1,-0.4,8
CNC(=O)c1ccccc1Nc1cc(NC(=O)Cc2ccc3c(c2)OCO3)ncc1C(F)(F)F,12,0.1,-0.1,75*
O=C(NNC(=O)c1ccccc1[N+](=O)[O-])c1ccc(-c2ccccc2)cc1,-1,0.1,2.1,-13
CCC(C)NC(=O)C1CC(c2ccccc2F)=NO1 (centres undefined),-7,0.1,0.0,-4
C#CCSc1nncn1C(=O)/C=C/c1cccc([N+](=O)[O-])c1,-10,0.1,0.5,-4
O=C(NCc1cccnc1)c1cccc(Cl)n1,-10,0.1,0.0,9
Cc1ccc(CNC(=O)c2cc(Sc3ccc(C)cc3)nc3ccccc23)cc1,12,0.1,-1.6,-1
COc1ccc(C(C)N2CC34C=CC(O3)C(C(=O)OCC(C)C)C4C2=O)cc1 (centres undefined),-5,-0.1,1.0,-1
Cc1cc2ccccc2n2c(=O)n(CC(=O)N3CCNC(=O)C3(C)C)nc12,22,1.4,-1.3,0
COc1ccc(-c2cc(NCCCN3CCCC3=O)nc(N)n2)cc1,14,0.5,1.8,-7
COc1ccc(C(=O)Oc2ccc3c4c(c(=O)oc3c2)CCC4)cc1,-3,0.1,-0.2,-7
O=C(CCC1(Cc2cccs2)CCC(=O)N1)NC[C@H]1CCc2ccccc2O1 (some centres undefined),0,0.1,-0.5,13
O=C(Nc1ccc(F)cc1)C1CCN(S(=O)(=O)c2ccc(F)cc2)CC1,-4,0.3,-0.3,-3
O=C1CCCN1CN(C(=O)c1ccc(-c2ccccc2)cc1)c1nccs1,-19,0.1,4.3,-33
CCOc1ccc(/C=c2/sc3nc4cc(C)c(C)cc4n3c2=O)cc1OC,-2,0.0,0.9,3
COc1ccc(-n2nnc3c(SCc4ccccn4)ncnc32)cc1,6,-0.1,-0.7,-4
COc1ccc(C2CC(C(F)(F)F)n3ncc(C(=O)N4CCN(c5ccccc5Cl)CC4)c3N2)cc1OC (centres undefined),15,0.1,0.1,-13
CCOc1ccc(-n2ccnc(SCC(=O)Nc3cccc(C)c3)c2=O)cc1,19,0.4,2.1,-11
Cn1c(=O)c2c(nc(SCc3c(Cl)cccc3Cl)n2C)n(C)c1=O,-16,0.1,0.1,-3
O=c1c2sc(=S)n(CCc3ccccc3)c2nc(SCc2ccccc2F)n1C1CCCCC1,7,0.2,-0.7,3
Cn1c(SCc2cc(=O)oc3cc(O)c(O)cc23)nc2ccccc21,42,0.2,-3.0,-4
CCc1ccc(N/C(N)=N/c2nc(C)cc(C)n2)cc1,14,0.8,1.1,24
COc1ccc(-c2cnc(NC3CCCC3)c3nccn23)cc1,19,0.3,1.7,-31
Cc1cc(=O)n2nc(N3CCCC(C(=O)N4CCOCC4)C3)sc2n1 (centres undefined),2,0.1,0.2,4
CCOc1cc(C(=O)NC(C)c2ccc(CC)cc2)cc(OCC)c1OCC (centres undefined),20,0.2,-1.7,8
CC(C)N1CCC(N2CCN(Cc3cc(F)ccc3-n3cccn3)CC2CCO)CC1 (centres undefined),-11,0.1,-0.5,12
CC(=O)c1cc(CN2CCN(C3CCN(C(C)C)CC3)C(CCO)C2)cs1 (centres undefined),2,0.0,1.5,10
C/C(=N\NC(=O)c1cc(-c2ccccn2)nc2ccccc12)c1cccc([N+](=O)[O-])c1,7,0.4,-1.2,-1
O=C(CCCn1nnc2ccccc2c1=O)N1CCN(c2cccc(Cl)c2)CC1,-4,-0.1,4.8,-13
COc1ccc(C(C)=O)cc1CO/N=C/c1ccc(OC(F)F)c(OC)c1,4,0.0,0.7,-7
Cc1cc2c(c(=O)[nH]1)C(=O)O/C2=C\c1ccc(C)o1,55*,-0.7,-0.6,-1
COC1CCN(Cc2c(C(=O)N3CCc4ccccc4C3)nc3ccc(Cl)cn23)CC1,3,-0.1,0.8,-4
CC(=O)c1ccc(NC(=O)CSc2nnc(C)n2-n2cccc2)cc1,5,-0.2,0.8,9
O=C(/C=C/c1ccco1)CC1(O)C(=O)Nc2ccc(Br)cc21 (centres undefined),17,-0.1,-0.6,0
C(=C\c1nn2c(Cn3nnc4ccccc43)nnc2s1)/c1ccccc1,1,0.0,4.1,-8
Cc1ccc(CN2CCN(Cc3ccc(OC(C)C)cc3)CC2CCO)o1 (centres undefined),-6,0.0,-0.6,5
CCn1c(SCC(=O)Nc2c(C)cc(Br)cc2C)nnc1-c1ccncc1,2,0.0,-0.7,-2
CC1CC(C)CN(C2CCN(C(=O)c3cccc(F)c3)CC2)C1 (centres undefined),35,-0.1,-0.6,-7
COCCCn1c(=S)[nH]c2ccc(Cl)cc2c1=O,0,-0.1,0.8,-19
CN1CCC(=NNc2nc3ccccc3[nH]2)CC1,53*,-0.4,-0.9,-26
CCC(Sc1nc(NC2CCCCC2)c2ccccc2n1)C(=O)Nc1ccc2c(c1)OCO2 (centres undefined),8,0.0,3.5,12
O=C1NCCN(CC(c2ccccc2)c2ccccc2)C1CC(=O)N1CCCCC1 (centres undefined),0,-0.3,-0.6,1
COC(=O)Oc1c(Br)c(C)c2oc(=O)sc2c1Br,7,-0.2,0.3,12
COC(=O)c1ccccc1NC(=O)c1cc(C2CC2)on1,-16,0.0,-0.4,1
C=CCN(c1ccc(C(=O)Nc2cccc([N+](=O)[O-])c2)cc1)S(C)(=O)=O,8,0.0,0.0,1
CCOc1ccc(S(=O)(=O)NCc2ccco2)c(C)c1C,-1,-0.1,-0.9,-9
O=C(NCc1noc2ccccc12)Nc1ccc2c(c1)OCCO2,-17,0.0,-0.7,-65
COc1ccc(CN2CCC(n3nccc3NC(=O)C3CC3)CC2)cc1O,5,-0.2,1.0,2
COc1cccc(OCC(=O)O/N=C(\N)c2cccc(C)c2)c1,2,1.3,-1.4,-20
COc1ccc(NC(=O)CSc2nnc(-c3ccccc3C)o2)cc1,-7,-0.1,4.3,-5
Cc1ccccc1N1CCN(CCOc2cccc(Cl)c2)CC1,4,-0.2,2.2,1
Cc1ccc(N(C(=O)c2csnn2)C(C(=O)NCc2ccccc2)c2cccnc2)cc1 (centres undefined),-10,0.0,1.2,5
Cc1ccc(N2CCN(C(=O)CSc3cc(=O)n(C)c4ccccc34)CC2C)cc1 (centres undefined),-7,0.1,0.6,-4
Cc1ccc(C(=O)Cn2c(=N)n(C)c3ccccc32)cc1,2,0.7,-0.1,-30
O=C(O)CC1S/C(=N/N=C/c2ccc(Br)s2)NC1=O (centres undefined),-11,-0.3,-2.7,-2
CC(C)c1ccccc1NC(=O)C1CC=CCC1C(=O)O (centres undefined),2,-0.2,0.7,4
CC(C)NC(=O)c1cccc(NS(=O)(=O)c2ccc(-c3cn[nH]c3)cc2F)c1,-1,-0.1,-0.2,3
# More structures follow.
SMILES,MITF primary,FBW7 activator,GPR151 ag,TEAD-YAP inh
CC1=C(C(=O)N(C)C)C(c2ccc([N+](=O)[O-])cc2)NC(=O)N1 (centres undefined),12,0.4,-0.2,3
Cc1ccc2c(c1)nnn2C1CCN(CC(=O)NCCc2nc3ccccc3[nH]2)CC1,-7,-0.2,0.2,5
Cc1ccc(C(=O)C(C)OC(=O)c2cc3ccccc3oc2=O)cc1 (centres undefined),-14,-0.1,0.0,0
Cn1cc(-c2ccccc2NC(=O)Nc2ccccc2)cn1,-1,-0.1,0.2,-17
CC12CC(NC(=O)N1C1CCCCC1)c1cc(Cl)ccc1O2 (centres undefined),-24,0.0,-0.8,-10
CCCCC(=O)Nc1cc(C)c(NC(=O)C2CCCCC2)cn1,10,0.1,0.1,4
NC(=O)CCC(NC(=O)OCc1ccccc1)C(=O)Oc1ccc([N+](=O)[O-])cc1 (centres undefined),-6,-0.1,-1.1,10
O=C(O)C1CC(=O)N(CCc2ccccc2)C1 (centres undefined),14,0.0,-0.9,3
O=C(CN1CCCC1)Nc1nc(-c2ccc(F)cc2)cs1,3,-0.1,0.0,-8
Cc1ccc(NC(=O)C2CC(=O)N(C(C)C)C2)cc1 (centres undefined),4,0.1,-0.6,-9
O=C(COC(=O)c1cccnc1Cl)c1ccccc1,-1,0.1,-3.1,-34
OCc1cccc(-c2cnc3c(NCC(F)(F)F)nccn23)c1,0,1.0,0.2,-18
COc1cc(C(C)=O)ccc1OCC(O)CN1CCC(C)CC1 (centres undefined),0,0.0,1.2,1
COc1ccc(C(=O)NCC(=O)OCc2nc(N)nc(Nc3ccccc3C)n2)cc1,14,0.1,-0.2,0
COc1ccccc1-c1nc2s/c(=C/c3cc(OC)c(OC)c(OC)c3)c(=O)n2n1,4,0.0,-1.1,-2
Cc1cccc(C(=O)Oc2cccc3cccnc23)c1,18,0.2,-2.0,1
COc1ccc(CSCC(=O)N/N=C/c2ccccc2O)cc1,-15,-0.1,0.7,-3
C/C=C(\C)CN1CCN(c2cccc(OC)c2)CC1,35,1.0,-0.7,-10
COc1cc(/C=C2\C(=O)N(c3ccc(S(N)(=O)=O)cc3)N=C2C(F)(F)F)ccc1OCc1ccc(Cl)cc1,-2,0.0,-1.6,-89
COc1cc2c(cc1OC)C(NNC(=O)c1ccco1)=NC(C)(C)C2,14,0.1,0.9,-29
CN(CC1CCCCO1)C(=O)CC1(c2ccccc2Cl)CC(=O)N(C2CCCC2)C1=O (centres undefined),13,0.0,0.5,-2
CCCCCCCCCCCCCCCC(=O)OC[C@H](COP(=O)(O)O[C@@H]1[C@@H](O)[C@H](OP(=O)(O)O)[C@@H](O)[C@H](O)[C@@H]1O)OC(=O)CCCCCCCCCCCCCCC,0,·,-0.1,·
O=C(O)/C=C\C(=O)NNC(=O)C1CC1c1ccccc1 (centres undefined),-4,-0.1,-1.3,1
COCCCNC(=O)C1CCN(c2nnc(N3CCCC3=O)s2)CC1,5,-0.2,-0.6,7
CCc1nnc(NC(=O)CCS(=O)(=O)c2ccc(OC)cc2)s1,14,-0.1,0.7,-9
CCCCNC(=O)/C=C/c1ccc([N+](=O)[O-])cc1,7,-0.1,-0.5,-18
CCc1c(C)sc(NC(=O)CCC2CCCCC2)c1C(N)=O,4,0.1,0.4,-10
O=C(NC1CCCCC1)C(c1cccnc1)N(C(=O)c1csnn1)C1CCCCC1 (centres undefined),-13,-0.1,2.5,0
COc1ccc(Nc2nccc(NCCc3ccccn3)n2)cn1,16,0.4,-0.5,-24
CC(=O)Nc1nc(-c2ccc3c(c2)CCN3C(C)=O)cs1,-8,0.1,-0.4,26
c1cc(Nc2nc3ncnc(Nc4ccc5c(c4)OCO5)c3[nH]2)ncn1,1,-0.2,1.7,-22
Brc1ccc(-c2noc(-c3cccs3)n2)cc1,0,0.0,-0.7,-60
COC(=O)c1c(NC2=NS(=O)(=O)c3ccccc32)sc2c1CCC2,-10,0.1,1.2,1
CC(C)(C)NC(=O)NCCC1CCCCN1S(=O)(=O)c1ccc(F)cc1 (centres undefined),9,0.2,-2.6,12
Cc1ccc(N2CC(C(=O)Nc3nc4ccc(S(C)(=O)=O)cc4s3)CC2=O)cc1 (centres undefined),2,-0.3,0.8,13
COc1ccc(C(=O)N(c2ccccc2)c2ccc3ccccc3c2)cc1[N+](=O)[O-],3,-0.3,0.8,-8
CC(C(=O)NCC1CCCO1)n1c2ccccc2c2cnn(C)c(=O)c21 (centres undefined),5,0.3,-0.9,3
CCCC1=NN2C(=N)/C(=C/c3ccc(-c4ccc(Cl)cc4Cl)o3)C(=O)N=C2S1,16,-0.1,0.5,-3
CC(=O)c1cccc(NC(=O)c2cc3c(=O)n4cccc(C)c4nc3n2C)c1,2,0.0,-0.7,5

# Grouped by structure, the compounds so far containing an aryl thioether with sulfur outside any ring (12)
SMILES,MITF primary,FBW7 activator,GPR151 ag,TEAD-YAP inh
C#CCSc1nncn1C(=O)/C=C/c1cccc([N+](=O)[O-])c1,-10,0.1,0.5,-4
Cc1ccc(CNC(=O)c2cc(Sc3ccc(C)cc3)nc3ccccc23)cc1,12,0.1,-1.6,-1
COc1ccc(-n2nnc3c(SCc4ccccn4)ncnc32)cc1,6,-0.1,-0.7,-4
CCOc1ccc(-n2ccnc(SCC(=O)Nc3cccc(C)c3)c2=O)cc1,19,0.4,2.1,-11
Cn1c(=O)c2c(nc(SCc3c(Cl)cccc3Cl)n2C)n(C)c1=O,-16,0.1,0.1,-3
O=c1c2sc(=S)n(CCc3ccccc3)c2nc(SCc2ccccc2F)n1C1CCCCC1,7,0.2,-0.7,3
Cn1c(SCc2cc(=O)oc3cc(O)c(O)cc23)nc2ccccc21,42,0.2,-3.0,-4
CC(=O)c1ccc(NC(=O)CSc2nnc(C)n2-n2cccc2)cc1,5,-0.2,0.8,9
CCn1c(SCC(=O)Nc2c(C)cc(Br)cc2C)nnc1-c1ccncc1,2,0.0,-0.7,-2
CCC(Sc1nc(NC2CCCCC2)c2ccccc2n1)C(=O)Nc1ccc2c(c1)OCO2 (centres undefined),8,0.0,3.5,12
COc1ccc(NC(=O)CSc2nnc(-c3ccccc3C)o2)cc1,-7,-0.1,4.3,-5
Cc1ccc(N2CCN(C(=O)CSc3cc(=O)n(C)c4ccccc34)CC2C)cc1 (centres undefined),-7,0.1,0.6,-4
